Screens (PubChem BioAssay)
mcGAS lum = inhibitors of mouse cGAS | inhibition, % at 12.5 µM | recombinant cGAS, Kinase-Glo ATP depletion luminescence | 160,000 tested, 0.15% active;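 also: 0% = negative control wells and 100% = reference inhibitor with no enzyme activity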
hcGAS lum = inhibitors of human cGAS. AID 1259398. 290,000 tested, 0.081% active. recombinant h-cGAS, ATP depletion, Kinase-Glo luminescence. inhibition, % at 12.5 µM;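 also: 0% = vehicle reaction and 100% = reaction without DNA for no activity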
Target sequence (Q8N884 whole entry, looked up): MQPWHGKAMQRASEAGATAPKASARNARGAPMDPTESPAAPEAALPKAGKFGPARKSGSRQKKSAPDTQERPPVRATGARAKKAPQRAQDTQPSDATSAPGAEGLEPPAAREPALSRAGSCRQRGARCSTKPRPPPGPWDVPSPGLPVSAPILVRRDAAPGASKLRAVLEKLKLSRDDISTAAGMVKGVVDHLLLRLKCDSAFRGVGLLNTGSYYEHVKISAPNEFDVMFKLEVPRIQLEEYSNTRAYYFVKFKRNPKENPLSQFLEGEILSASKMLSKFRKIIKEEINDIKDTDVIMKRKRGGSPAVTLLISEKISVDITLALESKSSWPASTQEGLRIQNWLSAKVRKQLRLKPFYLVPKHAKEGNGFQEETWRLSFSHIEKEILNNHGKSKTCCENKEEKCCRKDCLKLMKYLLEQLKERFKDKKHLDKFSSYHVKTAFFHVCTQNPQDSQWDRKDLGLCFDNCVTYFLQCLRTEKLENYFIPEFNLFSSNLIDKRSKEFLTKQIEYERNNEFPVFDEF
NPYLR7 agonist = activates Aedes aegypti NPYLR7 receptor; HEK293T NPYLR7/Galpha15, GCaMP6s calcium fluorescence; activation, % at 10 µM; 270,000 tested, 0.15% active; AID 1259423; in the data active = activation above about 40%;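 also: 0% = vehicle and 100% = reference agonist at the receptor; some compounds past the cut are filed as inactive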
The depositor's hits bear a star; · = not tested or not shown. Rule as the data show it, unless noted: active = inhibition above about 40%; inactive = the rest. Compounds were not picked by outcome; 0.26% or so of the library scored in one or more.

SMILES	mcGAS lum	hcGAS lum	NPYLR7 agonist
Clc1ccc(N2CCC3(CC2)NCCc2[nH]cnc23)cc1	·	-5.5	7.0
COc1ccc(F)c(CN2CCCC(CO)(Cc3cccc(Cl)c3)C2)c1 (centres undefined)	-3.4	0.2	-8.6
O=C(Nc1nc2ccc(OC(F)(F)F)cc2s1)C1CCOCC1	·	-6.9	16.4
Cc1ccccc1C(=O)N1CCC(c2nn3c(C(C)C)nnc3s2)CC1	·	-2.1	4.3
CC(=O)c1cccc(CNC2CC(C)(C)Cc3c2cnn3-c2ccccc2C)c1 (centres undefined)	-10.2	-7.8	2.5
O=C(NCc1cccnc1)c1cn(C(c2ccccc2)c2ccccc2)nn1	-7.4	-5.0	·
FC(F)(F)c1nc(Oc2ccc3ccncc3c2)c2ccccc2n1	·	-0.2	5.5
COc1ccc(NC(=O)CN2C(=O)c3ccccc3C2=O)cc1	·	-0.1	-1.6
O=C(CC1SC(N2CCCCC2)=NC1=O)Nc1ccc(C(=O)NCCCN2CCCC2=O)cc1 (centres undefined)	-3.0	-5.4	-6.3
O=C(Nc1ncc(Cc2ccccc2)s1)c1cccs1	·	-1.2	1.4
CC1(C)CC(=O)C2=C(C1)OC(=N)C(C#N)C2c1cccc(Br)c1 (centres undefined)	2.0	3.9	-15.6
COc1cccc2c1OCC(n1cc3ncccc3c1O)C2 (centres undefined)	-8.4	-3.8	·
Cn1cc(S(=O)(=O)N2CCCCC2c2ncc(-c3cccc(F)c3)[nH]2)cn1 (centres undefined)	·	-4.2	3.4
COc1cccc(CCc2ccccc2C(=O)N2CCCC(O)(CO)C2)c1 (centres undefined)	·	-3.8	3.7
CCC(C)(C)NC(=O)Cn1nnn(-c2ccccc2)c1=O	·	-7.7	-6.1
COc1cccc(-c2nnc(NC(=O)c3ccc(F)cc3)s2)c1	-6.8	-1.6	-3.3
Cc1ccc(C(=O)N=Nc2c(O)[nH]c3ccc(C)c(Br)c23)cc1	-0.7	1.6	-8.3
Cc1cc(C(=O)N2CCCN(CC3CC3)C(C(C)C)C2)c2c(C)nn(C)c2n1 (centres undefined)	-11.7	-10.2	·
O=C(CCc1ccccc1)NC1CCN(c2ccccc2C(=O)NCc2ccco2)CC1	-3.1	-0.5	-2.2
Cc1cccnc1-n1c(SCC(=O)N2CCCC2=O)nc2ccccc2c1=O	·	-2.9	-6.5
O=C(NC(Cc1ccccc1)c1ccccc1)c1cc(-c2ccco2)nn1-c1ccccc1Cl (centres undefined)	-3.3	-3.3	-3.1
CCN1CCCN(C(=O)/C=C/c2cc(OC)c(OC)c(OC)c2)CC1	·	-4.3	46.4
C=CCn1cc(C(=O)NCCc2cccc(OC)c2)c2nn(-c3ccccc3)c(=O)c-2c1	-6.8	-4.2	3.4
CCOc1ccc(S(=O)(=O)NC2CCN(CC(=O)NC)CC2)c(C)c1	-11.5	-5.4	-15.4
COCCN1C(=O)CC[C@@]2(C(=O)NC3CCN(C)CC3)CCCC[C@H]12	-4.4	-15.5	·
CCN1C(=O)NC(c2ccc(Cl)cc2Cl)C2=C1CN(C(C)C(=O)NCCc1c[nH]c3ccccc13)C2=O (centres undefined)	-3.6	-3.7	-0.3
COC(=O)c1c(N)sc2c1CCNC2	-5.2	-2.4	-6.7
C=CCOCC(O)CNC(Cc1ccccc1)c1nc(-c2ccc(Br)cc2)no1 (centres undefined)	-3.9	0.2	14.4
COc1cc(OC)c(C(C)=NN=C(N)N)cc1Cl	·	-4.3	2.3
COc1cccc(-n2nc(C(=O)NCc3ccc(F)cc3)c(=O)n(Cc3ccccc3Cl)c2=O)c1	0.4	3.1	-7.1
Cc1cc(NC(=O)C(C)N2CCCc3ccccc32)on1 (centres undefined)	-3.9	-7.3	3.8
CC=CCn1c(SCc2c(F)cccc2Cl)nc2c1c(=O)[nH]c(=O)n2C	·	-4.5	29.7
Cc1[nH]n(-c2ccc([N+](=O)[O-])cc2)c(=O)c1N=Nc1ccccc1C#N	-4.7	-6.8	7.7
O=C(CCn1c(=O)sc2ccccc21)Nc1ccc(Nc2ccccc2)cc1	-7.2	-5.7	2.0
CCc1ccc(CN2CCN(c3ccc(-c4nc(C)no4)cn3)CC2)nc1	-9.3	-2.3	4.8
COc1ccc(N2CCN(c3nc(SCc4cccc(C(=O)NCc5ccccn5)c4)nc(C)c3C)CC2)cc1	-8.3	-4.8	4.9
COc1ccc(CC(=O)N2CCN(C(=O)CCCSc3nnc(-c4ccc(C)cc4)n3-c3ccc(C)cc3)CC2C)cc1 (centres undefined)	-4.0	-3.0	·
CCc1ccc(Sc2c(N)c3c(c(N)c2Sc2ccc(CC)cc2)C(=O)c2ccccc2C3=O)cc1	-4.8	-2.7	5.5
COc1ccc2nc(-c3ccc(C)c(NS(=O)(=O)c4cc(F)ccc4F)c3)cn2n1	-1.0	-0.6	-2.2
COC(=O)c1sc(N)c(C(=O)OC)c1COC(=O)CC1C=CCC1 (centres undefined)	·	-3.8	0.4
CNc1nc2cnc(-c3cccc(O)c3)cc2n1-c1cccc(F)c1	-3.1	-0.3	-13.3
COc1ccc(-n2c(C)nnc2SCc2ccc(C(=O)N3CCN(c4ccccc4F)CC3)cc2)cc1	-5.3	1.7	·
O=C(Cn1nc(-c2cccs2)c2sc(N3CCOCC3)nc2c1=O)Nc1ccccc1	-9.9	-9.3	-1.6
NC(=O)C1(C(=O)N2CCOC(c3ccc(F)cc3)C2)CC1 (centres undefined)	-12.1	-7.2	3.8
Cc1cc(=O)n(C(=O)Cc2ccc(Cl)c(O)c2)[nH]1	·	-5.8	1.1
O=C(O)c1cc(-c2ccc3c(c2)OCO3)nc2ccc(Br)cc12	·	-3.6	7.2
COC(=O)c1ccc(COC(CN2CCN(C(=O)c3cc(C)nc(Cl)c3)CC2)c2ccc(Cl)cc2)cc1 (centres undefined)	1.3	-1.3	·
Cc1cc(C2=NNC(=NC3CCCC3)SC2)c(C)n1Cc1ccco1	-5.8	-3.7	6.0
O=C(CN1CCN(c2ccc3nnnn3n2)CC1)N1CCCC1	·	-6.5	-3.4
CC1(C)C(=O)NC(=O)N1CC(=O)N1CCOC(CCCc2ccccc2)C1 (centres undefined)	-15.7	-5.4	·

Quoted at random: four entries already listed
SMILES	mcGAS lum	hcGAS lum	NPYLR7 agonist
O=C(O)c1cc(-c2ccc3c(c2)OCO3)nc2ccc(Br)cc12	·	-3.6	7.2
CCc1ccc(Sc2c(N)c3c(c(N)c2Sc2ccc(CC)cc2)C(=O)c2ccccc2C3=O)cc1	-4.8	-2.7	5.5
CC1(C)C(=O)NC(=O)N1CC(=O)N1CCOC(CCCc2ccccc2)C1 (centres undefined)	-15.7	-5.4	·
NC(=O)C1(C(=O)N2CCOC(c3ccc(F)cc3)C2)CC1 (centres undefined)	-12.1	-7.2	3.8

(further entries)
SMILES	mcGAS lum	hcGAS lum	NPYLR7 agonist
O=C(Cc1cc(-c2ccc3c(c2)OCO3)on1)Nc1cccnc1	-8.2	-5.1	8.6
CCOC(=O)C1=C(C)N=c2s/c(=C\c3ccc(OC(C)=O)cc3)c(=O)n2C1c1ccc(OC)cc1 (centres undefined)	-4.3	-4.1	14.0
C=CC12C=CC=CN1C(C(=O)OC)=C(C(=O)OC)C(C(=O)OC)=C2C(=O)OC (centres undefined)	·	0.5	7.5
COc1ccc(C(=O)NCc2ccc3c(c2)OCCO3)cc1S(=O)(=O)N1CCOCC1	·	-9.2	1.0
COc1ccc(N(Cc2cc(=O)n3ccccc3n2)C2=NC3CS(=O)(=O)CC3S2)cc1 (centres undefined)	-2.8	-5.8	3.9
COCCCNC(=O)CN1CN(c2ccccc2)C2(CCN(C(=O)Nc3ccc(C(C)C)cc3)CC2)C1=O	-6.0	-2.0	2.5
Cc1ccc(N2CC(NC3CCS(=O)CC3)CC2=O)cc1 (centres undefined)	-11.6	-10.5	·
CN1C(=S)N(c2ccc3c(c2)CCC3)C(=O)/C1=C\c1ccc(O)cc1O	-1.0	14.8	1.7
O=C1OCc2cc(NC(=O)C3COc4ccccc4O3)ccc21 (centres undefined)	·	0.8	4.1
CCCCCN1CCN(c2nc3c(c(=O)[nH]c(=O)n3C)n2Cc2cccc3ccccc23)CC1	-7.8	-5.0	8.5
CC(=O)Nc1ccc(NC(=O)c2oc3c(c2C)C(=O)CCC3)c(C(F)(F)F)c1	·	-12.9	9.0
CC(C)CNC(=O)c1cn(C2CCN(C(=O)c3ccccn3)CC2)nn1	-13.8	-0.2	-3.4
COCC(=O)N1CCN2C(=O)c3cc(-c4cccc(C(F)(F)F)c4)ccc3NC(=O)[C@H]2C1	-4.6	-1.6	-10.1
O=C(Nc1cccc2cnccc12)C1COc2ccccc2C1 (centres undefined)	·	-6.2	4.5
CCCCc1ccc(S(=O)(=O)Nc2ccccc2C(=O)NCc2cccc(Cl)c2)cc1	1.2	0.5	-3.1
O=C(CCCCSc1nnc(Cc2ccccc2)n1-c1ccc(Cl)c(Cl)c1)NCCc1ccc(Cl)cc1Cl	-5.5	-10.6	0.0
Cc1ccc(CN2CCC(CNC(=O)NC3CCCC3)C2)cc1F (centres undefined)	·	0.6	0.1
COc1cc2c(cc1CNCC1Cc3ccccc3O1)OC(C)C2 (centres undefined)	-6.4	-3.9	-0.5
CC(=O)c1cc2c(cc1NC(=O)CSc1n[nH]c3nc4ccccc4n13)OCO2	-7.5	-3.7	5.7
CN(C)C1CCCN(C(=O)NCc2ccc(Cn3cccn3)cc2)C1 (centres undefined)	-8.0	-11.9	14.6
COCC(=O)Nc1cccc(C2SCC(=O)N2c2cc(C)ccc2F)c1 (centres undefined)	-5.4	-1.7	-0.5
CN(Cc1ccccc1)C(=O)Cn1nnc(-c2ccccc2)c1COc1ccccc1	·	-9.4	3.0
COc1cc(OC)cc(C(=O)Nc2c(C)nc3sccn3c2=O)c1	0.1	-2.7	-10.1
O=C(NCc1ccc(F)cc1)c1csc(CSc2nnc(Cc3ccccc3)n2-c2cccc(Cl)c2)n1	-5.7	-3.0	25.2
Cn1c(SCC(=O)NC2CCCC2)nc2c(-c3ccccc3)c[nH]c2c1=O	-9.6	-4.6	-1.5
COCCN1C(=O)N2CCCCC2=C2Sc3ccccc3N21	·	-6.3	1.9
COCCCNCC(=O)N(CCc1ccccc1)Cc1ccc(C)o1	·	-3.6	4.0
CCSCCNC(=O)c1cc(N2CCSCC2)nc2ccccc12	·	-4.1	24.2
O=c1oc(-c2cccc([N+](=O)[O-])c2)nc2ccc(Cl)cc12	1.0	2.2	3.2
COCCN(CC(=O)N(CCc1ccc(OC)c(OC)c1)Cc1sccc1C)C(=O)Nc1ccccc1F	-6.3	-11.1	9.3
COc1cc(NC(=O)C(C2CCCC2)N2CCN(C(=O)c3cccc([N+](=O)[O-])c3)CC2)cc(OC)c1 (centres undefined)	-4.4	-5.5	-1.1
Cc1cccc(COC(CN2CCN(C(=O)c3cc(C)oc3C)CC2)c2ccc(Cl)cc2)c1 (centres undefined)	-6.8	-4.2	·
CCN(C(=O)c1ccc(=O)n(Cc2ccc(F)cc2)n1)C1CCCCC1	·	-8.4	3.4
O=c1oc2cc(O)c(Br)cc2s1	·	-4.9	-1.7
CC(C(=O)c1ccc2c(c1)NC(=O)CO2)n1nnc(-c2cccc(F)c2)n1 (centres undefined)	·	-5.2	-1.4
COc1ccc(C(=O)N2CCCC(C(=O)c3ccc(Cl)cc3C)C2)o1 (centres undefined)	·	-7.4	13.2
COc1cn(-c2ccccc2)nc1C(=O)N1CCC(C(N)=O)CC1	·	-5.4	3.5
COc1ccccc1OC1CN(C(=O)c2cc3n(n2)CCCN(C)C3)C1	-6.6	-4.5	2.4
CCCC(=O)Nc1c(C)nc2sccn2c1=O	-4.9	-2.8	10.7
Cc1ccc(-c2cc(C(F)(F)F)n3ncc(C(=O)N4CCN(c5ccccc5)CC4)c3n2)cc1	-4.1	-9.0	-5.6
NS(=O)(=O)c1cnccc1Sc1c(Cl)cccc1Cl	·	2.3	1.9
Cc1ccc(N=Cc2nc(-c3ccccc3Br)oc2O)cc1	·	-5.1	-2.6
O=C(NC(=S)N1CCN(c2ccccc2)CC1)c1c(F)cccc1F	·	-0.3	0.0
Cc1cc(C(=O)Nc2nnc(-c3cc(C)nn3C)o2)on1	-0.8	0.2	-4.0
COc1cccc(CN(CC2CC(c3ccc(Cl)cc3)=NO2)C(=O)C2CCCC2)c1 (centres undefined)	-4.9	-6.0	32.0
O=C1C2C3C=CC(C3)C2C(=O)N1/N=C\c1ccccc1O (centres undefined)	·	2.2	-2.3
Cc1c(C)n2c3c(=O)[nH]c(=O)n(C)c3nc2n1CC(C)C	·	-2.5	-4.4
O=C(CCN1CCCCCCC1)NCCCc1cccnc1	-10.3	-8.7	5.7
C(=Cc1ccccc1)CSc1nnc(-c2c[nH]c3ccccc23)o1	-5.1	-1.2	8.2
Cc1cc(CNC(=O)[C@H]2C[C@@](C)(C(=O)O)N(C)[C@H]2c2ccccc2)n[nH]1	·	5.0	17.8

Looked up above.
Value for O=C(NC(=S)N1CCN(c2ccccc2)CC1)c1c(F)cccc1F in hcGAS lum: -0.3
Value for CCN(C(=O)c1ccc(=O)n(Cc2ccc(F)cc2)n1)C1CCCCC1 in hcGAS lum: -8.4
